HT1080-NT tox = kills 2HG-producing HT-1080-NT fibrosarcoma cells; HT-1080-NT fibrosarcoma viability, CellTiter-Glo ATP luminescence, 48 h; Potency, µM (top dose mostly 46.1 µM), without a hit: at the top dose activity, negative = less viability, most hits filed as cytotoxic; 360,000 compounds, 1.6% hits;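 also: NT is the 2HG producing partner of a matched IDH1 knockdown line; potency is read from the fitted curve at half-maximal effect; 0% = DMSO-treated cells and -100% = media-only wells without cells; nearly all actives have a fitted effect of over 55% in size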
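Fibrosarcoma NT cells, 750 per well in 5% FBS RPMI, were exposed to compound for 48 hours. Viability: CellTiter-Glo luminescence.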
HepG2 viability = HepG2 cytotoxicity, counter-screen for TGF-b inhibitors; HepG2 CAGA-GFP viability, ATP luminescence, 18 h; 410,000 compounds, 0.76% hits; Potency, µM (series often up to 46.1 µM), for inactives: top-dose activity change, negative = cytotoxicity, actives largely listed as cytotoxic; AID 588856; also: potency is read from the fitted curve at half-maximal effect; some results filed as inactive show a strong effect at the top dose
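HepG2 CAGA-GFP cells (1000/well, DMEM with 1% FBS) received compound, then TGF-beta at 500 pg/mL final, and were incubated 18 hours at 37 degrees C. Viability was read by CellTiter-Glo luminescence. Media-only wells were set as complete cell-killing and DMSO as no toxicity.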
MCF10A rerep = DNA re-replication induction in MCF 10a cells; 350,000 compounds, 2.9% hits; MCF 10A DNA re-replication, Hoechst nuclear intensity, 48 h; Potency, µM (top dose mostly 46.1 µM), for the others: at the top dose activity, positive = re-replication, most hits filed as activators; also: potency is read from the fitted curve at half-maximal effect; % of control where 0% means no effect; nearly all actives have a fitted effect of over 50% in size
SW480 rereplic = DNA re-replication induction in SW480 cells; SW480 DNA re-replication, Hoechst DNA content imaging, 48 h; Potency, µM (titrated, usually from 46.1 µM), for inactives: at the highest dose re-replication activation, usual class: activators; 340,000 compounds, 1.8% hits; AID 624297; also: potency is read from the fitted curve at half-maximal effect; % of control where 0% means no effect; nearly all actives have a fitted effect of over 55% in size
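Treated cells incubate 48 hr (37 C, 5% CO2), are stained 40 min with Hoechst, and nuclear fluorescence is enumerated; a rise in nuclei with high DNA signal marks re-replication.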
ATXN2 expr inh = ATXN2 expression inhibition; Potency, µM (highest dose often 57 µM), for inactives: at the top dose activity change, negative = inhibition, usual class: inhibitors; HEK-293 ATXN2-luciferase reporter, luminescence, 24 h; 360,000 compounds, 0.72% hits; AID 1745845; also: potency is read from the fitted curve at half-maximal effect; % is scaled to controls: 0 for no effect and ±100 for the full control effect; nearly all actives have a fitted effect of over 55% in size
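qHTS (up to 57 uM final) was run with 24 h compound exposure of reporter cells at 37 °C. Each well was multiplexed: SteadyGlo luminescence measured ATXN2-luciferase expression after a fluorogenic Gly-Phe-AFC viability readout (25 uM final).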
HT1080 IDH1KD tx = HT-1080 IDH1 knockdown cell toxicity (counter line) | HT-1080 IDH1 knockdown viability, ATP luminescence, 48 h | 360,000 compounds, 2% hits | AID 686971 | Potency, µM (titrated, usually from 46.1 µM), without a hit: at the top dose activity, negative = toxicity, most hits filed as cytotoxic;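 also: potency is read from the fitted curve at half-maximal effect; 0% = DMSO wells and -100% = cell-free medium wells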
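IDH1KD HT-1080 cells, 750/well, RPMI + 5% FBS; compound pinned after 2 h settling; 48 h, 37 °C; CellTiter-Glo luminescence; % activity normalised to DMSO and no-cell wells; curves fitted, classed by r2 and efficacy.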
ATXN viability = viability counter-screen for ATXN expression inhibitors. S2 cells (HEK-293 line with an ATXN2-luciferase reporter) viability, CellTiter-Fluor protease fluorescence, 24 h. 400,000 compounds, 0.49% hits. Potency, µM (series often up to 56.7 µM), usual class: cytotoxic; also: potency is read from the fitted curve at half-maximal effect; nearly all actives have a fitted effect of over 40% in size
KB-3-1 cytotox = KB-3-1 parental cell cytotoxicity. KB-3-1 viability, CellTiter-Glo ATP luminescence, 72 h. Potency, µM (titrated, usually from 46.1 µM), for the others: at the top dose activity change, negative = cytotoxic, usual class: cytotoxic. AID 1347075. 400,000 compounds, 1.4% hits; also: potency is read from the fitted curve at half-maximal effect; % is scaled to controls: 0 for no effect and ±100 for the full control effect; nearly all actives have a fitted effect of over 60% in size
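Multi-concentration cytotoxicity screen in KB-3-1 cells grown in DMEM lacking phenol red with 10% FBS. After 72 h at 37 °C with compound, ATP-dependent luminescence was recorded.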
IL1B secr inh = inhibitors of inflammasome signaling (IL-1 beta secretion). THP-1 LPS/ATP IL-1B secretion, AlphaLISA, 16 h; stronger effect = lower value. 360,000 compounds, 4.7% hits. activity change, % at 57.5 µM; in the data active = activity change below about -50%; inconclusive = mostly about -30% to -49%; also: % is scaled to controls: 0 for no effect and ±100 for the full control effect
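THP-1 cells pretreated 1 hr with compounds (up to 57.5 uM final), then stimulated with LPS (250 ng/mL final) plus ATP (1.25 mM final); secreted IL-1B measured by AlphaLISA after 16 hr, decreased signal indicating inhibition.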
* marks the source's active call; other numbers are inactive results; i = inactive; ? = inconclusive; · = not tested or not shown; [ ] = another dose, or the depositor's remark. Unless noted, calls follow the shape of the dose curve; as a rule, active = well fitted curve in the direction sought with a large enough effect; inconclusive = small, poorly fitted or top-dose-only effect, or another doubt; inactive = no such curve, though single readings can be large; an effect the other way counts as inactive or inconclusive.

SMILES | HT1080-NT tox | HepG2 viability | MCF10A rerep | SW480 rereplic | ATXN2 expr inh | HT1080 IDH1KD tx | ATXN viability | KB-3-1 cytotox | IL1B secr inh
COc1ccc(-c2ccc(C#N)c(SCC(=O)Nc3sc4c(c3C#N)CCC4)n2)cc1 | 6% | 1% | ? | 3.3µM* | -2% | 9% | i | -1% | -2
O=C(CN1CCCC(O)C1)N1c2ccccc2Sc2ccc(C(F)(F)F)cc21 (stereo unspecified) | 0% | -10% | 10% | 5% | -14% | -7% | i | 18% | 3
CCC(=O)N1CCC1(C)C(=O)Nc1ccccc1 (stereo unspecified) | 24% | 1% | · | · | 5% | 11% | i | 0% | 0
CN(CCC#N)C(=O)COC(=O)c1ccccc1OCc1ccccc1Cl | 1% | -3% | -9% | -15% | 11% | 2% | i | 5% | 5
CC(C)(C)OC(=O)CN1C(=O)NC(Cc2c[nH]c3ccccc23)C1=O (stereo unspecified) | 1% | 11% | 1% | -26% | 4% | 12% | i | 0% | -11
CCCS(=O)(=O)NC(=O)C1(C)CCN(C(=O)c2cc(C(C)(C)C)nn2C)C1 (stereo unspecified) | 25% | 7% | · | · | 12% | 19% | i | 0% | -53*
COc1cccc(C2NC(c3cccc(OC)c3O)C(C)C(=O)C2C)c1O (stereo unspecified) | ? | -7% | ? | ? | ? | ? | i | ? | 48
COC(=O)C1=C(C(=O)OC)[C@]2([C@H]3CC=CCN[C@@H](Cc4ccccc4)C(=O)N3Cc3ccccc3)C=C[C@H]1O2 | -18% | -2% | -14% | 10% | -16% | -28% | i | -3% | -8
CC(NC(=S)NC(=O)c1ccccc1)c1ccccc1 (stereo unspecified) | -3% | -2% | -2% | -3% | · | 3% | i | 0% | -23
CC1(C)Cc2c(sc(NC(=O)COc3ccc(Cl)cc3)c2C#N)C(C)(C)N1 | ? | -15% | ? | ? | -15% | ? | i | -10% | -70*
COc1ccc(CNC(=O)COc2cc(O)c3c(c2)OC(C)(C)CC3=O)c(OC)c1 | -10% | -7% | ? | 3% | -21% | -9% | i | -1% | -6
CCOC(=O)Cn1nc(-c2ccccc2)c2cnc3ccc(C)cc3c21 | -14% | -8% | 7% | -14% | ? | -1% | ? | -6% | 27
CCCCCCc1c(O)nc(SCC(=O)O)[nH]c1=O | -2% | -20% | -6% | -7% | 5% | 9% | i | 16% | 12
O=C(NCCCN1CCOCC1)c1cc(S(=O)(=O)N2CCN(c3ccccc3)CC2)ccc1Cl | -4% | -6% | 1% | -501%[inhibitor] | 15% | -7% | i | -9% | -20
COc1ccccc1-c1cc(C(=O)N/N=C/C=C/c2ccccc2[N+](=O)[O-])c2ccccc2n1 | -1% | -35% | 14% | 1% | -25% | -4% | i | -24% | -51*
C=CC[C@@H](CC(=O)N[C@@H](CO)Cc1ccccc1)C(=O)N[C@@H](COC(=O)[C@H](CC=C)CC(=O)OC(C)(C)C)Cc1c[nH]c2ccccc12 | -19% | -64% | -7% | 2% | ? | -22% | ? | ? | -19
Cc1cc(C)c(C)c(OCC(=O)Nc2ccc(S(=O)(=O)Nc3nc(C)cc(C)n3)cc2)c1 | · | -13% | · | · | -10% | · | i | 5% | ·
COc1ccc(N2CC(C(=O)Nc3c(C(N)=O)oc4ccccc34)CC2=O)cc1 (stereo unspecified) | 0% | 1% | 0% | -4% | -2% | -7% | i | -2% | 1
O=C(N/N=C/C(Br)=C/c1ccccc1)c1ccccc1F | ? | -12% | ? | ? | -18% | ? | i | ? | -65*
COc1ccccc1NS(=O)(=O)NC(=O)c1cn(C)c2ccccc12 | 1% | 10% | -49% | -13% | 12% | 5% | i | -5% | 35
O=C1N/C(=N/N=C/c2ccco2)SC1Cc1ccccc1 (stereo unspecified) | 0% | 1% | -5% | -4% | · | -2% | ? | -1% | 31
CCOC(=O)C1=C(NC(=S)NC(=O)c2ccccc2)c2ccccc2CC1(C)C | 1% | -21% | 4.1µM* | 2% | 21% | -1% | i | -3% | -20
COc1cccc(CCN2C(=O)C(=O)N([C@@H](CNCc3ccccc3)Cc3ccccc3F)C[C@@H]2C(C)(C)C)c1 | -4% | -14% | 13% | 21%[9.22 µM] | -28% | -12% | ? | 0% | ?
COc1cc(NS(=O)(=O)c2ccc(NC(C)=O)cc2)cc(OC)c1 | -9% | -18% | 10% | -1% | -5% | -11% | i | -29% | 26

Single records, from the list above:
CCCCCCc1c(O)nc(SCC(=O)O)[nH]c1=O reads HT1080-NT tox = -2%; HepG2 viability = -20%; MCF10A rerep = -6%; SW480 rereplic = -7%; ATXN2 expr inh = 5%; HT1080 IDH1KD tx = 9%; ATXN viability = i; KB-3-1 cytotox = 16%; IL1B secr inh = 12
Cc1cc(C)c(C)c(OCC(=O)Nc2ccc(S(=O)(=O)Nc3nc(C)cc(C)n3)cc2)c1 reads HT1080-NT tox = ·; HepG2 viability = -13%; MCF10A rerep = ·; SW480 rereplic = ·; ATXN2 expr inh = -10%; HT1080 IDH1KD tx = ·; ATXN viability = i; KB-3-1 cytotox = 5%; IL1B secr inh = ·

Ordered by number of heavy atoms (ascending): part of the list above.
SMILES | HT1080-NT tox | HepG2 viability | MCF10A rerep | SW480 rereplic | ATXN2 expr inh | HT1080 IDH1KD tx | ATXN viability | KB-3-1 cytotox | IL1B secr inh
O=C1N/C(=N/N=C/c2ccco2)SC1Cc1ccccc1 (stereo unspecified) | 0% | 1% | -5% | -4% | · | -2% | ? | -1% | 31
COc1cc(NS(=O)(=O)c2ccc(NC(C)=O)cc2)cc(OC)c1 | -9% | -18% | 10% | -1% | -5% | -11% | i | -29% | 26
Cc1cc(C)c(C)c(OCC(=O)Nc2ccc(S(=O)(=O)Nc3nc(C)cc(C)n3)cc2)c1 | · | -13% | · | · | -10% | · | i | 5% | ·
COc1ccccc1-c1cc(C(=O)N/N=C/C=C/c2ccccc2[N+](=O)[O-])c2ccccc2n1 | -1% | -35% | 14% | 1% | -25% | -4% | i | -24% | -51*
COc1cccc(CCN2C(=O)C(=O)N([C@@H](CNCc3ccccc3)Cc3ccccc3F)C[C@@H]2C(C)(C)C)c1 | -4% | -14% | 13% | 21%[9.22 µM] | -28% | -12% | ? | 0% | ?
C=CC[C@@H](CC(=O)N[C@@H](CO)Cc1ccccc1)C(=O)N[C@@H](COC(=O)[C@H](CC=C)CC(=O)OC(C)(C)C)Cc1c[nH]c2ccccc12 | -19% | -64% | -7% | 2% | ? | -22% | ? | ? | -19

(cont.)
SMILES | HT1080-NT tox | HepG2 viability | MCF10A rerep | SW480 rereplic | ATXN2 expr inh | HT1080 IDH1KD tx | ATXN viability | KB-3-1 cytotox | IL1B secr inh
COC(=O)C1=C(C)Nc2nc(-c3ccccc3)nn2C1c1ccc(C)o1 (stereo unspecified) | 2% | -1% | -5% | 2% | 17% | -5% | i | -28% | -7
CCC(C)(C)n1nnnc1C(c1ccc2ncccc2c1)N1CCCC(C)C1 (stereo unspecified) | -5% | -21% | ? | -2%[9.22 µM] | -11% | -9% | ? | 5% | -18
CCOc1ccc(C(=O)Nc2ccc3c(c2)OCCO3)cc1Br | · | -50% | · | · | 3% | · | ? | -18% | ·
CCCCc1ccc(/C(C)=N/Nc2cc(N3CCOCC3)nc(C)n2)cc1 | ? | -36% | 21µM* | ? | · | ? | · | 0% | -9
C=CCn1c(C)cc(C(=O)CSc2nnc3c(Cl)cc(Cl)cn23)c1C | -3% | -4% | 4% | -3% | 14% | -2% | i | -1% | 2
O=C1CN(c2ccccc2Cl)C(=O)CN1c1ccccc1Cl | 0% | -10% | 6% | -3% | -4% | 12% | i | -1% | 4
Cc1ccc(N2CC(C(=O)Nc3cccnc3)CC2=O)cc1 (stereo unspecified) | 4% | 2% | 1% | -17% | 3% | 0% | i | 12% | 10
Cc1ccc(C(=O)N2c3ccc(F)cc3CCC2C)o1 (stereo unspecified) | 0% | -5% | ? | -14% | -1% | -2% | i | 10% | 11
CCOc1ccc2[nH]c3nc(SCC(=O)NC4CC4)nnc3c2c1 | 4% | 5% | -3% | -21% | 0% | 5% | i | 4% | 55
Cc1nc2c(C#N)c[nH]n2c(=O)c1CCO | 11% | -6% | 4% | -4% | 4% | 24% | i | -2% | -9
COc1ccc(C)cc1S(=O)(=O)Nc1ccc2c(c1)OCO2 | -20% | -1% | 30% | -1% | -17% | -6% | i | 14% | 24
O=C(CSc1ccc2nnc(-c3cccnc3)n2n1)Nc1ccc(F)cc1 | 2% | 51% | -5% | ? | -6% | 1% | i | 15% | i
O=C(/C=C/Nc1ccc(F)cc1)c1cccs1 | 0% | -24% | -1% | -104%[inhibitor] | 102%[activator] | -12% | i | 1% | -12
CCOCCn1c(SCC)nc2c1c(=O)[nH]c(=O)n2C | -4% | -10% | 0% | -7% | -4% | -3% | i | -1% | 32
CC(C)NCCOCCSc1ccc(Cl)cc1 | -16% | -21% | -20% | 5%[9.22 µM] | -16% | -5% | i | 14% | 0
Cc1nnc2c(N3CCN(c4ccccc4F)CC3)nc3ccccc3n12 | · | -9% | · | · | -8% | · | i | 1% | ·
Cc1ccc2occ(CC(=O)N(Cc3ccc(Cl)cc3)C3CCS(=O)(=O)C3)c2c1 (stereo unspecified) | · | -30% | · | · | ? | · | ? | -11% | ·
CCNc1c([N+](=O)[O-])c(=O)n(CC)c2ccccc12 | 4% | -2% | 4% | 3% | -4% | 1% | i | 1% | -9
COc1cccc(OC)c1C(=O)Nc1nnc(-c2cccs2)s1 | 8% | -9% | -1% | 2% | 5%[11.3 µM] | 6% | i | 9% | 29
Nc1nc(NCCCN2CCOCC2)nc(Nc2ccccc2)c1[N+](=O)[O-] | -10% | -4% | 1% | ? | -29% | -18% | i | ? | -59*

From PubChem
